USP2a inhib = blocks human ubiquitin-specific protease USP2a; O75604; USP2a enzymatic assay, qHTS inhibition; Potency, µM (doses to about 38.3 µM), for the others: at the top dose activity change, negative = inhibition, actives largely listed as inhibitors; 60,000 compounds, 0.1% hits;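 also: potency is read from the fitted curve at half-maximal effect; nearly all actives have a fitted effect of over 60% in size; plate controls were DMSO for no effect and NEM full inhibition control for full effect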
Target sequence (O75604 whole entry, looked up): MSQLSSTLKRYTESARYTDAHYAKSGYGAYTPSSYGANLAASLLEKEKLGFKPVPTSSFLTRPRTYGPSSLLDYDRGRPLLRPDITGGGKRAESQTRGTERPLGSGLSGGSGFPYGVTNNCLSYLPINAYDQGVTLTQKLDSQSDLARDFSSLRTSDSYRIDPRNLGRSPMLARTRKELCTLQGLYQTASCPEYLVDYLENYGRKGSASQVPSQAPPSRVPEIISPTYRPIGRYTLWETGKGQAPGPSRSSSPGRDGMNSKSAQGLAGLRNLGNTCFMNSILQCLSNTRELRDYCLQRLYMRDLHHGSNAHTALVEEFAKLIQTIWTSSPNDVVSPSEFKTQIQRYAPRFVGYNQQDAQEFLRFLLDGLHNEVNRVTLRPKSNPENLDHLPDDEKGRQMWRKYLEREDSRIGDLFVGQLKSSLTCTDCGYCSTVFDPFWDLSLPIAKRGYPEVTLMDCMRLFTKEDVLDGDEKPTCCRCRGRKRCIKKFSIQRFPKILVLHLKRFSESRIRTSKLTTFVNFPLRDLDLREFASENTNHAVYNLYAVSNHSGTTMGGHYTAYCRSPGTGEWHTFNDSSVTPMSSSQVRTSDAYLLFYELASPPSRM
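Coupled readout: USP2-cleaved Ub-PLA2 (20nM final) turns over NBD C6-HPC (20uM final), Ex 460nm/Em 535nm after 2.5 h, time-zero read flagging artifacts. Enzyme (20nM final, pH 8.0 Tris) given 30 min RT with compound first; NEM defines full inhibition.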
A350 autofl = compound fluoresces in the Alexa 350 spectral region | 59,000 compounds, 11% hits | max dye-equivalent concentration, M | AID 590 | Compound autofluorescence, 340/450 nm, Alexa 350 dye-equivalents; stronger effect = higher value; in the data active = max dye-equivalent concentration above about 10 nM; inconclusive = mostly about 1.1 nM to 9.6 nM
UbGFP stabilizer = inhibits proteasome, raising ubiquitin-GFP reporter fluorescence; AID 526; 67,000 tested, under 10 active; Potency, µM (top dose mostly 45.9 µM), inactives show top-dose activation (GFP accumulation), most hits filed as activators; Ubiquitin-GFP reporter cells, proteasome inhibition, GFP fluorescence; response scale: untreated = 0%, 10 µM MG-132 = 100%; active = well fitted activation curve with a large enough effect, not every such curve was filed as active; inconclusive = small, poorly fitted or top-dose-only effect, or another doubt; inactive = no such curve, though single readings can be large or run the other way; also: potency is read from the fitted curve at half-maximal effect
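U2OS cells expressing ubiquitin(G76V)-GFP, seeded overnight in 0.5% FBS medium, then treated 4 hr at 37 C across 46 uM to 2.9 nM. GFP-positive cells counted by laser cytometry (488 ex/515 em); %activity scaled between basal and 10 uM MG-132.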
4-MU autofl = compounds fluorescent in 4-MU spectral region; 59,000 compounds, 11% hits; AID 589; compound autofluorescence, 340/450 nm, 4-MU equivalents; stronger effect = higher value; max dye-equivalent concentration, M; in the data active = max dye-equivalent concentration above about 10 nM; inconclusive = mostly about 1.1 nM to 9.6 nM
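Compounds in 100 mM Tris, pH 8.0, sat 15 min at room temperature before fluorescence was read at 340 nm excitation/450 nm emission; a per-plate six-point 4-MU standard curve converted signals to dye-equivalent concentration at each compound concentration.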
Casp7 inh = blocks human caspase-7 allosterically or competitively | recombinant caspase-7, Ac-DEVD-AFC fluorescence rate | Potency, µM (doses to about 57.5 µM), inactives show at the top dose activity change, negative = inhibition, usual class: inhibitors | P55210 | AID 889 | 75,000 compounds, 0.02% hits; active = well fitted inhibition curve with a large enough effect in the main read-out, with a control signal flat, not every such curve was filed as active; inconclusive = small, poorly fitted or top-dose-only effect, or a change in a side signal; also: potency is read from the fitted curve at half-maximal effect; % of control where 0% means no effect
Target sequence (P55210 24-198 limits assumed): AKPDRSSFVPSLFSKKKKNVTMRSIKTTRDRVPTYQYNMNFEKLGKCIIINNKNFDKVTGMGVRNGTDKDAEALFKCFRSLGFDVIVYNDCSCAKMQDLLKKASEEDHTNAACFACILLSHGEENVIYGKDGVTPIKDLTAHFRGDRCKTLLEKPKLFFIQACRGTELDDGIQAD
Target sequence (P55210 207-303 limits assumed): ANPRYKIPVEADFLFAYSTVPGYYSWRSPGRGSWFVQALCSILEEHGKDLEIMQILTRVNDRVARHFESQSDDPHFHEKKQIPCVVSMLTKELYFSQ
Fluorescein autfl = compound fluoresces in the fluorescein spectral region; 59,000 compounds, 0.91% hits; Compound autofluorescence, 480/540 nm, fluorescein-equivalent; stronger effect = higher value; max fluorescein-equivalent concentration, M; in the data active = max fluorescein-equivalent concentration above about 10 nM; inconclusive = between about 1.1 nM and that limit
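Normalized response (dye-equivalent concentration) derives from comparing each well's 540 nm emission, under 480 nm excitation, with plate-resident fluorescein standards. Compounds were held in 100 mM Tris, pH 8.0, for 15 min at room temperature.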
Caspase-1 inhib = caspase-1 (human) inhibition, allosteric or competitive; P29466; Caspase-1 enzyme, Ac-WEHD-AFC fluorogenic rate; Potency, µM (doses to about 57.5 µM), without a hit: at the top dose activity change, negative = inhibition, usual class: inhibitors; 75,000 compounds, 0.03% hits; AID 900;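 also: potency is read from the fitted curve at half-maximal effect; plate controls were vehicle for no effect and no substrate for full effect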
BRCT PPI red = disrupts BRCA1 BRCT binding to phosphoprotein, red fluorophore readout. BRCT-phosphopeptide binding, red fluorescence polarization. Potency, µM (series often up to 76.9 µM), without a hit: at the top dose activity change, negative = inhibition, actives largely listed as inhibitors. 75,000 compounds, 0.03% hits. AID 892; also: % is scaled to controls: 0 for no effect and ±100 for the full control effect
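Fluorescence polarization: 100 nM His-tagged BRCA1 BRCT with 100 nM TAMRA-labelled phospho-BACH1 decapeptide, phosphate buffer pH 7.3 with 150 mM NaCl, DTT, 0.01% Tween 20; 12 min RT. Binding inhibition seen as FP decrease.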
HEK293 cAMP cs = counter-screen for TSHR agonists: cAMP increase in parental HEK293. Potency, µM (top dose mostly 57.1 µM), for the others: at the top dose activation, actives largely listed as activators. parental HEK293 CNG cAMP sensor, membrane potential fluorescence. 73,000 compounds, 2.5% hits; also: potency is read from the fitted curve at half-maximal effect; % of control where 0% means no effect; nearly all actives have a fitted effect of over 55% in size
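Parental HEK 293 cells stably expressing a modified CNG channel (no TSHR) report cAMP rise as membrane depolarization. Membrane potential dye with 100 uM RO 20-1724 was loaded for 60 min at room temperature, then compound added for 30 min; fluorescence read at 590 nm.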
Epigenetic mod = epigenetic modulators derepressing GFP locus in mouse cells. Potency, µM (titrated, usually from 46.1 µM), for the others: at the highest dose GFP derepression (activation). 68,000 compounds, 0.09% hits. mouse C127i GFP locus derepression, cytometry, 30 h; also: % of control where 0% means no effect
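Locus derepression in mouse mammary C127i cells whose integrated CMV-GFP reporter is normally silent; GFP expression after 30 h compound treatment was quantified by counting fluorescent cells.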
BRCT inh green = BRCA1 BRCT-phosphoprotein interaction inhibition; Potency, µM (series often up to 76.9 µM), for the others: at the highest dose activity change, negative = inhibition, most hits filed as inhibitors; AID 875; 75,000 compounds, 0.05% hits; BRCA1 BRCT-phosphopeptide binding, green fluorescence polarization;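 also: potency is read from the fitted curve at half-maximal effect; plate controls were peptide without protein for full effect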
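Fluorescence polarization: His-tagged BRCT (~35 kDa BRCA1 C-terminus, 250 nM) bound to 100 nM fluorescein-labeled phosphorylated 10-aa BACH1 peptide, pH 7.3 phosphate buffer with DTT and Tween 20. Compounds incubated 12 min at room temperature; inhibition read as lowered polarization.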
* hit, by the source's call; i = inactive; ? = inconclusive; . = not tested or not shown; [ ] = another dose, or the depositor's remark. Unless noted, calls follow the shape of the dose curve; as a rule, active = well fitted curve in the direction sought with a large enough effect; inconclusive = small, poorly fitted or top-dose-only effect, or another doubt; inactive = no such curve, though single readings can be large; an effect the other way counts as inactive or inconclusive. The list is partial. The share of hits here may be higher or lower than overall.

SMILES | USP2a inhib | A350 autofl | UbGFP stabilizer | 4-MU autofl | Casp7 inh | Fluorescein autfl | Caspase-1 inhib | BRCT PPI red | HEK293 cAMP cs | Epigenetic mod | BRCT inh green
CCOc1cc(C(=O)N2CCc3cc(OC)c(OC)cc3C2)ccc1OC(F)F | 0.8% | ? | -1.0% | i | 1.0% | i | -2.7% | 1.4% | 3.3% | 2.6% | -1.9%
COc1cccc(/C=N/NC(=O)c2cc(-c3ccc(C)cc3)n[nH]2)c1O | . | . | . | . | -9.1% | . | -2.9% | 9.1% | 13.7% | . | 19.5%
CCOC(=O)Cn1cc(C(=O)OC)c2ccccc21 | 1.1% | i | -2.3% | i | 0.8% | i | -0.2% | 0.8% | 13.0% | -1.3% | -1.1%
CCCC(=O)NCCc1cc2ccc(OC)cc2[nH]c1=O | 3.2% | i | -14.3% | i | 0.8% | i | -0.2% | 0.6% | ? | 16.0% | -0.5%
Cn1c(=O)oc2cc(S(=O)(=O)N3CCC(C(=O)NCc4cccs4)CC3)ccc21 | . | . | -4.1% | . | 1.0% | . | -2.4% | -0.6% | 17.3% | . | -1.0%
Cn1c(-c2ccc(F)cc2)cnc1NCc1ccc(C#N)cc1 | . | i | 0.9% | i | 1.5% | i | -0.9% | -2.0% | 4.3% | -3.7% | -2.4%
c1ccc(CCNc2c3c(nc4ncnn24)CCC3)cc1 | 12.7% | ? | -1.7% | i | 1.7% | ? | 2.6% | -1.2% | 6.31µM* | 0.0% | 0.9%
CC(=O)Nc1cccc(OC(=O)c2ccoc2C)c1 | -0.4% | i | -1.6% | i | -1.2% | i | 0.4% | -0.4% | 9.2% | -2.1% | -1.9%
O=c1c2ccccc2nnn1CSc1nnc(C2COc3ccccc3O2)n1-c1ccccc1 (stereo not drawn) | 30.8%[activator] | i | 5.0% | i | -0.8% | i | -1.5% | -0.2% | ? | 0.0% | 4.8%
Nc1cc(=O)[nH]c(SCC(=O)Nc2ccc(Br)cc2)n1 | 10.5% | i | -3.7% | i | 1.6% | ? | 0.0% | 0.3% | 11.0% | 2.2% | -1.6%
O=C(Cc1ccc(F)cc1)N(c1ccc(F)cc1)C1C=CS(=O)(=O)C1 (stereo not drawn) | 6.7% | i | -2.4% | i | 0.7% | i | -1.7% | -0.7% | 0.1% | 5.4% | -2.0%
Cn1c(=O)c2c(nc(Cc3ccccc3)n2CC(=O)O)n(C)c1=O | . | i | -0.2%[9.17 µM] | i | 0.2%[11.5 µM] | i | 1.7%[11.5 µM] | -1.3%[15.4 µM] | 5.0%[11.4 µM] | 3.4%[9.22 µM] | -0.9%[15.4 µM]
COc1ccccc1N1CCN(C[C@@H](O)COc2cccc3ccccc23)CC1 | 80.1%[activator][17.1 µM] | ? | 2.6% | i | -3.6% | ? | -0.9% | -1.0% | -32.5%[inhibitor] | 5.6% | 0.5%
CC(C)C1C(C#N)=C(N)Oc2n[nH]c(-c3ccccc3)c21 (stereo not drawn) | -6.3% | i | -1.1% | i | 1.6% | ? | -0.5% | 0.0% | -8.0% | -2.9% | -6.1%
Cc1ccc(S(=O)(=O)N(CC(=O)O)c2cccc(Cl)c2)cc1 | . | . | . | . | 0.3% | . | -2.7% | 0.0% | 13.9% | . | -0.1%
COc1ccc(-c2c(NC(C)=O)n(C)c3ccccc3c2=O)cc1 | 35.3%[activator] | i | -0.6% | i | 0.5% | i | -3.4% | -0.1% | 14.1% | 7.3% | -1.6%
CCCC(=O)Nc1ccc(NC(=O)C2CC2)cn1 | . | i | 0.0% | i | 0.8% | i | -1.6% | 0.7% | -0.8% | 2.3% | -4.4%
CCOC(=O)CNC(=O)CSc1nnc(Cn2c(=O)sc3ccccc32)n1C | . | . | 2.8% | . | -0.4% | . | 1.4% | 1.5% | . | -1.6% | -1.2%
CN(C)C[C@H]1CCC[C@@H](CN(C)C)C1=O | . | i | 2.6%[9.17 µM] | i | 0.7%[11.5 µM] | i | -1.9%[11.5 µM] | 1.3%[15.4 µM] | 20.4%[11.4 µM] | 0.0%[9.22 µM] | 1.3%[15.4 µM]
CCCC(OC(=O)CN1C(=O)COc2ccccc21)C(=O)NC1CCCC1 (stereo not drawn) | 4.5% | ? | 4.9% | ? | 1.7% | i | -0.2% | 0.2% | 0.794µM* | -1.7% | -0.5%
CC1CCC(NC(=O)Cn2cc3c(n2)CCCC3)CC1 (stereo not drawn) | . | . | -0.4% | . | -0.7% | . | -1.4% | 1.1% | 1.4% | -3.4% | 1.2%
Cc1nn(-c2ccc(F)cc2)c2sc(C(=O)O)cc12 | -9.0% | ? | -1.7% | i | -0.9% | ? | -0.5% | -3.8% | 6.5% | -2.3% | 0.1%
O=C(Nc1cccc(F)c1)C1CCCN1S(=O)(=O)c1cccc2cccnc12 (stereo not drawn) | . | . | -3.1% | . | -1.2% | . | 3.4% | -1.0% | 17.0% | -4.6% | -0.7%
CCn1c(=O)cc(O)c2ccccc21 | . | . | -6.0% | . | -0.9% | . | 1.6% | 0.3% | 0.7% | 0.0% | -1.1%
CSc1cccc(NC(=O)CN(c2cc(C)ccc2C)S(C)(=O)=O)c1 | 13.6% | . | 4.4% | . | -3.6% | . | -2.9% | 0.9% | -10.3% | 4.3% | -1.9%
O=C(CN1CCN(c2ccccc2F)CC1)c1ccc2cc[nH]c2c1 | . | . | -4.4% | . | -10.1% | . | -10.2% | -1.3% | 0.6% | . | -0.3%
O=C(Cc1ccc(S(=O)(=O)N2CCOCC2)s1)Nc1ccc2c(c1)CCC2 | 43.2%[activator] | i | 4.8% | i | -4.9% | ? | -3.3% | 0.6% | 2.1% | 2.1% | -0.9%
C=C(C)[C@H]1CC[C@]2(CO)CC[C@]3(C)[C@@H](CC[C@H]4[C@@]5(C)CC[C@@H](O)C(C)(C)[C@@H]5CC[C@@]43C)[C@H]12 | 30.3%[activator][17.1 µM] | i | 3.1%[20.5 µM] | i | 3.0%[25.7 µM] | ? | -1.0%[25.7 µM] | -0.5%[34.4 µM] | -2.4%[25.6 µM] | 1.7%[20.6 µM] | -2.1%[34.4 µM]
COc1ccc2cc(C(C)CO)ccc2c1 (stereo not drawn) | 1.9% | . | . | . | -1.2% | . | 1.2% | 0.6% | . | . | -1.3%[3.08 µM]
N#CC1=C(N)SC(N)=C(C#N)C1Cc1ccccc1 | 2.4% | . | -6.8% | . | -2.3% | . | -2.7% | -1.7% | 10.1% | 11.1% | 0.5%
CC(CO)(CO)Nc1ncnc2ccccc12 | . | i | -1.4%[9.17 µM] | i | 2.6%[11.5 µM] | ? | 9.4%[11.5 µM] | -0.3%[15.4 µM] | 11.4%[11.4 µM] | -2.2%[9.22 µM] | -1.4%[15.4 µM]
CCc1noc(C)c1C(=O)NCCc1ccc(OC)c(OC)c1 | . | . | . | . | -1.2% | . | -5.8% | 1.0% | -0.6% | . | -2.1%
COc1ccc(C(=O)NC(=O)CSc2nnc(-c3ccco3)n2-c2ccccc2)cc1 | -7.2% | i | 1.7% | i | -1.1% | i | -1.7% | -0.8% | 24.9% | 0.3% | -0.7%
CCCC[C@@H]1C[C@H]1C(NC(=O)c1ccc(C(F)(F)F)cc1)c1ccc(C(=O)OC)cc1 (stereo partly drawn) | . | . | . | . | -0.2% | . | -2.6% | -3.3% | ? | . | -1.4%
Cc1onc(-c2c(Cl)cccc2Cl)c1C(=O)NC1C(=O)N2C1SC(C)(C)C2C(=O)O (stereo not drawn) | -3.6% | . | . | . | -1.3% | . | 0.2% | -0.6% | . | . | -2.6%[3.08 µM]
Cc1cc(C(=O)N2CCN(Cc3ccc4c(c3)OCO4)CC2)on1 | . | . | 22.1% | . | -0.1% | . | -3.0% | 0.9% | -5.4% | 3.4% | -0.1%
CCCCc1ccc(C(=O)NC(C(=O)O)C(C)C)cc1 (stereo not drawn) | -4.2% | i | -1.2% | i | -1.0% | i | 0.3% | 0.0% | 0.7% | 2.1% | -1.0%
CCOC(=O)c1ccccc1NS(=O)(=O)c1ccccc1F | -4.1% | i | 1.7% | i | 1.1% | ? | 0.5% | 0.5% | ? | 0.0% | 0.3%
COC(=O)c1c(C)cc(OC(C)=O)c(C)c1OC(C)=O | 3.0% | . | -5.8% | . | 0.0% | . | -5.7% | -3.3% | 0.6% | 0.0% | -0.3%
O=C(O)c1cccc(CSc2nnc(Cc3ccccc3)o2)c1 | -13.6% | i | -3.8% | i | 0.0% | i | 0.2% | 1.4% | 19.2% | 4.8% | 1.3%
O=C(CC1CCCC1)NCCc1cn2ccccc2n1 | . | . | -5.5% | . | -2.8% | . | -2.6% | 1.1% | ? | . | -2.5%
